P. falciparum M17LAP: P. falciparum M17LAP inhibitors, primary screen, biochemical, fluorogenic H-Leu-NHMec substrate, 1536-well (AID 1619); Leucine aminopeptidase (Plasmodium falciparum (isolate 3D7)); recombinant M17LAP, H-Leu-NHMec fluorogenic kinetic assay; higher % means a stronger effect; one-dose inhibition, % at 30 µM; IC50 in µM for titrated hits; 220,000 compounds, 0.38% hits;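 active = compound inhibiting the enzyme by more than half at any dose during confirmatory dose-response retesting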;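 also: plate controls were full reaction with DMSO carrier for no effect and no enzyme background for full effect; strong numbers were not always called active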
UTI89 phage lysis: inhibition of K1F phage lysis, E. coli UTI89, bacterial capsule biogenesis inhibitors, alamar blue (AID 488966); E. coli UTI89 K1F phage lysis, alamar blue, 2 h; higher % means a stronger effect; one-dose inhibition, % at 100 µM; IC50 in µM for titrated hits; 340,000 compounds, 0.02% hits;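 active = phage lysis inhibition, versus mean bacterial control, above a set limit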;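 also: capsule biogenesis inhibitors block K1F phage lysis so surviving cells raise fluorescence; higher fluorescence means more inhibition of phage lysis; actives were called in the ten point dose series up to 300 µM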
Autophagy mod: autophagy modulators in MEF cells, primary screen, imaging, high-content, MEF GFP-LC3 | MEF GFP-LC3 puncta imaging; test concentration mostly 10 µM | calls only at 10 µM (by protocol) | 190,000 compounds, 0.98% hits | AID 463193, 2010;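 active = percentage of spot-positive cells more than 3 SD above its plate mean, without a fluorescence outlier flag or 80% toxicity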;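 also: spot-positive cell cutoff set from DMSO-treated cells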
MT stabilizer: microtubule stabilizers in HeLa cells, primary screen, imaging, high-content imaging; HeLa tubulin immunostaining HCS, 24 h; share of cells brighter than vehicle mean+2SD; % tubulin-high responders, % at 10 µM; 200,000 compounds, 0.83% hits;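 active = plate Z-score above 3 for both tubulin-high and condensed-nucleus cell shares, with cell loss under 80%, at 10 µM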;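 also: anti alpha tubulin signal scored within the nucleus-defined area of each cell; some results filed as inactive read as strong as hits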
bCat nuc transl: modulators of beta-catenin nuclear translocation, primary screen, imaging, HeLa cells, immunofluorescence, high-content; AID 1665, 2009; nuclear translocation activity, % at 5 µM; 190,000 compounds, 0.3% hits;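 active = nuclear translocation activity above 50% at 5 µM, with a well cell count of 50 or more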;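 also: per-cell ratio of nuclear to cytoplasmic median beta-catenin stain intensity; plate controls were DMSO negative control for no effect and GSK-3 inhibitor IX positive control for full effect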
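assay system = human HeLa cells, endogenous beta-catenin | times = compound treatment 24 h, 37°C, 5% CO2 | detection = Anti-beta-catenin immunofluorescence on PFA-fixed, Triton-permeabilized cells, DAPI nuclei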
CSM14.1 death rescue: rescue of cells from ER stress-induced death, primary screen, 384-well, CSM14.1, thapsigargin, ATP luminescence (AID 1222); CSM14.1 thapsigargin-induced death rescue, ATP luminescence; higher % means a stronger effect; cellular ATP content (survival), % at 20 µM; hits with a dose series show EC50 in µM; 190,000 tested, under 10 active;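 active = EC50 below 50 µM in the dose-response confirmation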;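 also: death triggered by thapsigargin at about 15 µM added after 2 h compound pretreatment; cell ATP read after overnight thapsigargin exposure of roughly 18 to 22 hours; normalized against plate controls of thapsigargin alone and 5% DMSO vehicle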
Dynein cargo inh: inhibitors of GR-EGFP nuclear translocation, primary screen, dynein cargo transport inhibitor project, imaging, high-content, 3617.4 mouse cells; test concentration mostly 20 µM; stimulated with dexamethasone, 1 µM; active compounds read low; z-score, hits read low; 220,000 compounds, 0.47% hits; AID 1381, 2008;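 active = plate z-score of nuclear minus cytoplasmic receptor signal below a set negative limit, without overly bright fluorescence or cell loss, cut at about -3.5 in these data, passing the limit was not always enough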;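 also: z-score of nuclear minus cytoplasmic ring GR-EGFP intensity difference per well; some compounds called inactive have numbers as strong as hits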
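Buffer or medium: tetracycline-free induction medium containing charcoal-stripped FBS / Reagent: dexamethasone agonist, 1.0 µM final, for 30 min / Technique: automated 10x imaging of fixed Hoechst-stained cells / Times: induction 48 h, compound 1 h, agonist 30 min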
M1AAP inhibition: P. falciparum M1AAP inhibitors, biochemical, fluorogenic H-Leu-NHMec substrate, 1536-well (AID 1445). one-dose inhibition, % at 30 µM; IC50 in µM for titrated hits. Aminopeptidase N (Plasmodium falciparum (isolate 3D7)). recombinant M1AAP, H-Leu-NHMec fluorogenic kinetic assay; higher % means a stronger effect. 220,000 compounds, 0.42% hits;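 active = primary inhibition above the hit cutoff, then over 50% inhibition at one or more dose response concentrations, cut at about 23% in these data, passing the limit was not always enough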;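 also: plate controls were DMSO full reaction for no effect and no enzyme background for full effect; strong numbers were not always called active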
Insulin prom up: insulin promoter activators in MIN6 cells, imaging, high-content screening, mouse beta cells; z-score at 5 µM; 190,000 compounds, 0.3% hits; AID 1625, 2009; MIN6 insulin promoter-GFP reporter; active compounds read high;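 active = z-score above 3 at 5 µM with at least 500 cells counted in the well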
Dynein cargo inh cytoplasmic EGFP: recorded beside Dynein cargo inh, whose call it bears; z-score; measured here: cytoplasmic GR-EGFP intensity; active compounds read high
Dynein cargo inh nuclear GR-EGFP: also measured in Dynein cargo inh; calls as there; z-score; measured here: nuclear GR-EGFP intensity;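 lower value marks the stronger effect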
Dynein cargo inh cell count: second read-out of Dynein cargo inh, no call of its own (marks repeat the call); z-score; measured here: cell count per field
Insulin prom up cell count: recorded beside Insulin prom up, whose call it bears; cell count; measured here: cytotoxicity, nuclei count;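 total cells summed across four imaged fields per well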
bCat nuc transl cell count 5 µM: also measured in bCat nuc transl; calls as there; cell count; measured here: cell count, cytotoxicity flag
MT stabilizer Hoechst-high %: also measured in MT stabilizer; calls as there; % Hoechst-high responders; measured here: nuclear condensation Hoechst responders;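 share of cells brighter than vehicle mean plus two SD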
MT stabilizer cytotoxicity %: second read-out of MT stabilizer, no call of its own (marks repeat the call); toxicity, %; measured here: cytotoxicity by cell density;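 0% = mean cell density of plate MIN control wells and 100% = no cells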
Autophagy mod cell loss 18 h: also measured in Autophagy mod; calls as there; toxicity, %; measured here: cell loss, nuclei count;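 cell loss after 18 h compound exposure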
An asterisk follows results filed as active; i = inactive; nt = no result given; [ ] = dose if it differs, or a comment.

Compound	P. falciparum M17LAP	UTI89 phage lysis	Autophagy mod	Autophagy mod cell loss 18 h	MT stabilizer	MT stabilizer Hoechst-high %	MT stabilizer cytotoxicity %	bCat nuc transl	bCat nuc transl cell count 5 µM	CSM14.1 death rescue	Dynein cargo inh	Dynein cargo inh cytoplasmic EGFP	Dynein cargo inh nuclear GR-EGFP	Dynein cargo inh cell count	M1AAP inhibition	Insulin prom up	Insulin prom up cell count
O/N=C1/CCCSc2ccccc21	0%	-0.3%	i	-5	4.0	2.4	8.1	nt	nt	-0.1%	-0.097	-0.2	0.28	-0.73	1%	0.29	1578
COc1ccc(C(C)=O)c(OC(=O)c2ccc(OC)c(OC)c2)c1	2%	0.8%	i	-6	1.3	1.7	2.6	-1.2	1061	-2.9%	0.45	-0.29	0.23	0.87	5%	0.08	1806
COC(=O)c1cc2n(n1)CCN(Cc1ccc(C)cc1)C2=O	0%	0.3%	i	-1	1.0	2.7	13	-0.6	1037	-0.3%	0.12	-0.2	-0.31	-0.11	2%	-0.48	1808
O=C(COC(=O)c1ccco1)NCc1ccco1	9%	-0.4%	i	-8	4.6	2.5	10	-7.3	997	-1.4%	-0.53	-0.11	0.14	0.073	1%	0.15	1348
N/C(=N\OC(=O)CC(c1ccccc1)c1ccccc1)c1cccnc1	5%	-0.3%	i	-11	7.1	5.0	9.0	5.0	1314	0.7%	-0.046	-0.3	-0.023	0.29	-2%	-0.52	1277
CCOC(=O)c1cc(C(=O)Nc2cccc(C)c2)nn1C	-1%	1.4%	i	-7	3.0	1.5	3.5	nt	nt	-4.9%	0.46	-0.15	-0.55	0.11	-1%	nt	nt
CN(C)/C=C1\C(=O)ON=C1c1ccccc1	-11%	0.4%	i	-2	2.5	1.5	0.6	-6.9	1168	0.5%	-0.19	-0.25	-0.064	0.39	1%	0.53	1193
S=C(NCc1cccs1)Nc1ccccc1	-9%	13%	i	25	2.8	1.5	1.3	-2.9	533	2.2%	-0.08	-0.2	0.1	0.026	1%	-0.49	1212
Cc1nn(-c2ccccc2)c(Cl)c1C(=O)N1CCN(c2ncnc3c2cnn3-c2ccccc2)CC1	-9%	0.3%	i	7	7.4	3.1	25	-2.0	1476	-1.1%	-1	-0.16	-0.38	1.8	-3%	-1.1	901
CCC(c1nnnn1CCOC)N(Cc1cc2cc(C)c(C)cc2[nH]c1=O)CC1CCCO1 (stereo unspecified)	-17%	-1.1%	i	-16	1.9	2.0	5.1	-3.4	1206	-0.3%	0.5	-0.46	0.094	0.35	17%	-1.2	889
CS(=O)(=O)c1ccc(S(=O)CC(=O)OCc2ccccc2)c([N+](=O)[O-])c1 (stereo unspecified)	10%	-0.3%	i	11	4.2	5.5	0.3	1.9	1010	-3.8%	-5.6	4.8	-2.1	-0.92	14%	-0.03	1505
CCc1nccn1S(=O)(=O)c1ccc(OC)c(OC)c1	-5%	0.2%	i	5	2.4	2.4	7.3	nt	nt	-0.4%	-0.17	-0.25	-0.026	0.38	-2%	0.25	1071
CCOC(=O)CN1C(=O)C(O)=C(C(C)=O)C1c1ccccc1 (stereo unspecified)	10%	0.1%	i	15	2.2	1.7	6.6	-0.8	1090	3.4%	-0.5	0.046	-0.21	1.9	1%	0.33	853
Cc1ccc(C(=O)Nc2nnn(C)n2)cc1	1%	1.8%	i	-6	3.0	1.8	2.5	-4.6	957	-2.1%	0.17	-0.12	0.075	0.038	2%	0.2	1175
COc1cccc(C(=O)N2CCN(C(=O)c3cccc4ccccc34)CC2)c1OC	-9%	0.1%	i	5	2.1	2.0	14	-0.8	1041	3.6%	4.2	-0.1	1.7	-2	3%	0.19	1374
COc1cc(S(=O)(=O)Nc2ccc(C)cc2)ccc1NC(=O)c1ccncc1	7%	4.4%	i	6	3.4	1.7	6.0	-0.9	1047	-0.4%	0.86	-0.079	0.95	-0.26	3%	-0.53	1578
CC(=O)Nc1c(O)[nH]c2ccccc12	9%	3.5%[50 µM]	i	-10	2.4	1.8	4.5	-1.2	1135	-2.8%	-1.1	-0.18	-0.69	0.93	6%	0.36	1985
COc1ccccc1NS(=O)(=O)c1cccc(C(=O)N/N=C(\C)c2ccc3c(c2)OCCO3)c1	2%	0.5%	i	0	3.2	1.5	3.9	-0.2	906	3.6%	0.15	-0.22	0.16	0.38	2%	-0.16	1183
CCN(CCCCCN(C)C)Cc1cc2ccccc2o1	16%	0.4%	i	-2	2.7	2.2	8.1	0.7	755	-1.9%	1.2	-0.23	0.89	-1.3	6%	-0.15	1308
CCOC(=O)c1ccc(NC(=O)CCOc2ccccc2)cc1	1%	0.5%	i	-11	0.8	2.4	8.7	nt	nt	-0.2%	0.45	-0.33	0.31	0.5	3%	nt	nt
CCOC(=O)C1=C(C)NC2=C(C(=O)C(C(=O)OCC)C(c3ccccc3OC)C2)C1c1ccccn1 (stereo unspecified)	-4%	-0.2%	i	-5	4.0	0.9	6.8	-1.1	1412	-1.1%	1.4	-0.24	-0.45	-0.7	19%	0.08	1243
O=C(Cc1ccc([N+](=O)[O-])cc1)N1CCCCCC1	24%	-0.4%	i	17	3.0	2.6	5.7	2.2	1089	-1.4%	-0.52	-0.22	-0.22	0.74	14%	0.08	1102
COc1ccc2c(-c3ccccc3)cc3nnnn3c2c1	2%	2.5%	i	0	3.0	1.9	9.6	-4.0	1064	1.2%	-0.61	-0.21	-0.32	0.87	3%	-0.48	1326
CCSC1=NCCN1C(=O)Cc1ccc(-c2ccccc2)cc1	1%	-0.1%	i	10	7.1	1.8	6.6	nt	nt	2.3%	0.54	-0.33	0.51	-0.38	-2%	nt	nt
CC(C)CNC(=S)NNC(=O)c1csc2c1CCCC2	1%	-1.8%	i	35	1.6	1.2	10	1.4	1133	11%	0.15	-0.11	0.73	0.43	11%	-0.36	875
Cc1ccc(N(C(=O)C(F)(F)F)C(C(=O)NC2CCCCC2)c2cccs2)cc1C (stereo unspecified)	-10%	-1.7%	i	5	1.2	2.0	9.8	nt	nt	0.5%	-0.15	-0.24	-0.61	0.47	1%	nt	nt
Cc1nn(-c2ccccc2)c2c1C(c1cccnc1)N1C=C(S(=O)(=O)N3CCCCC3)C=CC1=N2 (stereo unspecified)	-10%	0.2%	i	-10	3.7	3.3	13	nt	nt	9.1%	-0.95	-0.18	-0.25	0.7	8%	nt	nt
CCC(CC)C(=O)N1N=C(c2ccc(NS(C)(=O)=O)cc2)CC1c1ccc(C)cc1 (stereo unspecified)	-22%	0.0%	nt	nt	nt	nt	nt	-0.9	1306	nt	2.5	-0.074	2.4	-2.7	1%	-0.98	909
CCCCOCCCNC(=O)c1cccc(OC)c1	11%	5.5%	i	2	1.6	3.2	1.0	-1.8	964	-2.1%	-0.22	-0.24	-0.49	0.67	14%	0.22	1334
Cc1cc(NC(=O)CN2CCN(c3ccccc3O)CC2)no1	-10%	1.2%	i	-2	5.6	3.1	6.7	0.7	1039	nt	0.089	-0.25	-0.032	0.82	-3%	0.23	1050
O=C(COC(=O)C12CC3CC(CC(C3)C1)C2)Nc1ccc([N+](=O)[O-])cc1Br	-5%	3.0%	i	7	2.1	2.8	11	-2.0	526	-0.1%	2.1	-0.15	2.2	-1.4	8%	0.15	1230
COc1ccc(C(=O)/C=C2/Sc3cc4c(cc3N2C)OCO4)cc1	4%	-4.0%	i	17	3.1	2.2	4.7	6.1	979	-1.0%	0.098	-0.26	-0.15	-0.17	0%	-0.23	1506
COC(=O)c1cc(C(=O)OC)n(Cc2ccc(F)cc2)c1C	-3%	0.1%	i	3	2.2	2.8	7.5	-0.7	960	1.1%	-0.55	-0.16	-0.17	0.27	-1%	-1	1452
CCCCNC(=O)C1CC(=O)N(CCc2ccccc2)C1 (stereo unspecified)	0%	0.0%	i	16	2.1	1.0	7.0	-1.4	1075	2.4%	0.082	-0.078	0.11	0.14	-1%	nt	nt
CCc1cc(-c2n[nH]c(C)c2Oc2ccc(C(C)C)cc2)c(O)cc1O	11%	-1.1%	i	-2	1.3	1.4	6.3	-2.1	915	0.6%	-0.27	-0.18	0.16	-0.024	17%	nt	nt
O=C(Nc1cnn(C23CC4CC(CC(C4)C2)C3)c1)c1cnn2cccnc12	1%	4.8%	i	-6	3.6	2.5	6.2	-2.5	1168	-5.4%	-0.63	-0.23	-0.61	0.99	1%	0.36	1033
CC(NC(=O)CSc1nc2ccccc2n1CCC#N)c1ccc(F)cc1 (stereo unspecified)	-6%	0.8%	i	-16	1.4	1.7	7.8	nt	nt	-0.1%	-0.78	-0.065	-0.21	0.53	8%	-1.6	959

High-throughput results (PubChem BioAssay)

Rows are unselected; any-hit rate near 2.9%.
